High-throughput results from PubChem.
GRK2 aptamer HTS – human GRK2 inhibition via aptamer displacement; AID 488847; bead flow cytometry, FAM-aptamer displacement from GRK2; 330,000 tested, 0.59% active; P25098; inhibition of aptamer binding, % at 10 µM;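 active = inhibition of aptamer binding above 40%, roughly 3 SD of noise, on plates passing a quality check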;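 also: median bead fluorescence of bound FAM aptamer so fluorescent compounds give negative values; no value below 0 was filed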
Target sequence (P25098 whole entry, looked up): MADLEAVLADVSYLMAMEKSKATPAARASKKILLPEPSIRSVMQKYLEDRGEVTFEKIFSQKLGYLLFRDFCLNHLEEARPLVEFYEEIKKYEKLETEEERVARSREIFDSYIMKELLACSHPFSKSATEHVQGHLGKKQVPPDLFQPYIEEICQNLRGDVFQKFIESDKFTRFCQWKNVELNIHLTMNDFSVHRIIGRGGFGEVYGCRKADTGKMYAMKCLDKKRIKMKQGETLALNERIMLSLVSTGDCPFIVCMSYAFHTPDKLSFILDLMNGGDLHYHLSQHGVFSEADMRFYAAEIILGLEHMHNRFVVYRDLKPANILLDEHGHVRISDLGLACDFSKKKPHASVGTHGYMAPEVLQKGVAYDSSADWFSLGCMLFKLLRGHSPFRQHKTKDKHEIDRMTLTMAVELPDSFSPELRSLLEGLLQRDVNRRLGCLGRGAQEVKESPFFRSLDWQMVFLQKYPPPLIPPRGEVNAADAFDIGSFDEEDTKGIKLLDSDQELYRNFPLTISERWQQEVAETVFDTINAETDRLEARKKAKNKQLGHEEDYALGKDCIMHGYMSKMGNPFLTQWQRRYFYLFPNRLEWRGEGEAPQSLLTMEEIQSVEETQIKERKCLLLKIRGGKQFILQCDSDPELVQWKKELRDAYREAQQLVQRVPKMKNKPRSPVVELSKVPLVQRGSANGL
VLA-4 inh – inhibition in a human VLA-4 binding assay; AID 2557; inhibition, % (about 7 µM as worked out from the volumes in the protocol); VLA-4 expressing cells, ligand binding flow cytometry; 330,000 tested, 0.2% active; in the data active = inhibition above about 50%
MCL1 BIM primary – inhibitors of human MCL1 binding to BIM-BH3 peptide. Q07820. GST-MCL1 / FITC-Bim-BH3 fluorescence polarization. inhibition, % at 10.9 µM. 320,000 tested, 0.68% active;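 active = inhibition above the mean inhibition of all tested compounds plus 3 SD, set per campaign, cut at about 40% in these data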;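 also: 0% = DMSO wells and 100% = unlabeled Bim-BH3 peptide control; higher means more loss of mP so more displacement of Bim peptide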
PME-1 primary – PME-1 (human) inhibition; Q9Y570; recombinant PME-1, FP-Rh probe fluorescence polarization; inhibition, % at 5.9 µM; 320,000 tested, 0.53% active; AID 2130;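 active = inhibition above the campaign mean of all compounds plus 3 SD, cut at about 26% in these data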;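 also: competitive labeling of PME-1 active site by serine hydrolase directed probe; 0% = PME-1 with DMSO and 100% = wells lacking PME-1 enzyme; inhibitors block probe labeling so polarization falls and inhibition rises; many of its hits are not listed in these tables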
Efflux pump mplx – inhibitors of Candida antifungal efflux pumps expressed in yeast. S. cerevisiae Candida pump triplex, Nile Red efflux. inhibition, % at 10 µM. 330,000 tested, 0.44% active. AID 485275;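 active = plate passing quality check with inhibition over a set limit, or well fluorescence over plate mean plus 4 SD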;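 also: Nile Red retained in pooled yeast measured as flow cytometry median fluorescence; 0% = buffer negative control and 100% = Enniatin B positive control; higher means more Nile Red kept so more efflux inhibition; some compounds called inactive have numbers as strong as hits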
MEX-5 binding – C. elegans MEX-5 TCR-2 RNA binding activity. Q9XUB2. MEX-5/FITC-TCR2 RNA binding, fluorescence polarization; active compounds read low. activity score (negative = inhibition of binding), % at 10 µM. 300,000 tested, 0.38% active. AID 1832;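 active = inhibition past about -25% in most replicates, and total fluorescence under double the plate's negative control median, limit read from the data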;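 also: 0% = DMSO and -100% = 5 µM competing unlabeled TCR2 RNA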
Fam108B counter – counter-screen for RBBP9 inhibitors: inhibitors of mouse Fam108B; recombinant Fam108B, FP-Rh probe fluorescence polarization; inhibition, % at 9.51 µM; 300,000 tested, 0.33% active;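 active = inhibition above the screen mean inhibition plus 3 SD, computed separately per campaign, cut at about 18% in these data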;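 also: inhibitors lower polarization as less probe binds the enzyme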
BCLXL inh – inhibitors of human Bcl-xL; GST-Bcl-xL / FITC-Bim BH3 peptide fluorescence polarization; inhibition, % at 10.9 µM; Q07817; 320,000 tested, 0.7% active; AID 2129;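 active = inhibition above the mean of all tested compounds plus 3 SD, cutoff set per campaign, cut at about 30% in these data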;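 also: 0% = DMSO wells and 100% = unlabeled Bim-BH3 peptide competitor; inhibitors lower millipolarization by displacing the labeled peptide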
Target sequence (Q07817 whole entry, looked up): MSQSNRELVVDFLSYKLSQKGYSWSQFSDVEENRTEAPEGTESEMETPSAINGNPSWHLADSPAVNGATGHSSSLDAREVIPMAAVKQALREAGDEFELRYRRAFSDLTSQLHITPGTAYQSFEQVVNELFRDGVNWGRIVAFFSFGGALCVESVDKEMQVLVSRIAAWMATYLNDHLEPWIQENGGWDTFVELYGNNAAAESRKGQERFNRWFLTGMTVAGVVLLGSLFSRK
GLD-1 TGE inh – GLD-1-TGE RNA interaction inhibition (C. elegans); Q17339; 320,000 tested, 0.44% active; inhibition, % at 5.96 µM; purified GLD-1 + fluorescein TGE RNA, fluorescence polarization; AID 2280;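 active = percent inhibition above a per-plate cutoff, the plate mean of test compounds plus 3 SD, cut at about 30% in these data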;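 also: 0% = DMSO wells with GLD-1 and probe and 100% = wells lacking GLD-1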
Active calls of the source: *; · = no result given. This is a subset; rates above refer to the full screens.

SMILES	GRK2 aptamer HTS	VLA-4 inh	MCL1 BIM primary	PME-1 primary	Efflux pump mplx	MEX-5 binding	Fam108B counter	BCLXL inh	GLD-1 TGE inh
O=C(c1ccc(Cl)c(S(=O)(=O)N2CCc3ccccc3C2)c1)N1CCN(c2ccccc2)CC1	0	0	6	0	-0.2	-1.2	5	4	-5
O=C(Cc1cccs1)N1CCN(S(=O)(=O)c2ccc(F)c(F)c2)CC1	0	16	-24	4	0.1	·	·	-10	0
CC(=O)Nc1cccc(CNCc2cccc(NC(C)=O)c2)c1	6	15	7	3	-0.1	-0.6	-2	1	-17
Cc1cc(OCC(=O)N(Cc2ccco2)C2CCS(=O)(=O)C2)ccc1Cl (stereo not drawn)	0	-8	2	-1	0.0	-1.1	-4	6	7
COc1cccc(/C=C/C(=O)Nc2ccc3c(c2)OCCO3)c1	0	7	-10	-10	-0.1	1.0	9	-8	12
COc1ccc(CNC(=O)C(C)OC(=O)C23CC4CC(CC(O)(C4)C2)C3)cc1 (stereo not drawn)	0	10	0	3	0.0	1.2	-1	2	5
Cc1nn(C)cc1NC(=O)c1cc2nc(-c3ccco3)cc(C(F)(F)F)n2n1	0	-2	-2	0	0.0	-2.2	8	4	5
CCCNC(=S)Nc1ccc(Cl)cc1Cl	1	-1	-1	-4	-0.4	3.2	-3	1	0
COc1cc(SC)ccc1C(=O)Nc1c(C)cccc1C	0	6	-2	0	0.0	0.7	2	3	-2
Cc1ccc(-c2cc(NC(=O)c3ccccc3)on2)cc1	0	13	6	0	0.0	-3.4	2	1	-5
CCc1ccccc1N1CC23C=CC(O2)C(C(=O)OC)C3C1=O (stereo not drawn)	0	-5	4	0	0.8	0.5	1	1	2
Cc1cccc(N2CCN(S(=O)(=O)c3ccc4c(c3)NC(=O)CS4)CC2)c1C	1	5	2	-11	0.5	-0.2	-2	10	12
COc1ccccc1CN1CCNC(=O)C1CC(=O)NCCC1=CCCCC1 (stereo not drawn)	0	5	17	-2	-0.1	1.5	0	13	7
COC(=O)c1sc(-c2cccs2)cc1N	2	-4	4	2	0.1	-2.3	-2	4	7
C/C(=N\NC(=O)c1ccccc1O)c1cccc(NC(=O)c2ccccc2)c1	0	1	23	-7	0.1	-1.5	-6	8	2
Cc1cccc(C(=O)O[C@@H]2[C@H](Cc3ccccc3)NS(=O)(=O)[C@H]3C[C@@H]4C=C[C@]23O4)c1	19	-1	3	-9	-0.2	·	·	5	1
O=C(Nc1ccc(Cl)cc1)Nc1ccc(Br)cn1	1	4	4	-3	0.1	0.2	-1	3	-8
COc1ccc(Cl)cc1NC(=O)c1cc(-c2ccc(C)cc2O)n[nH]1	0	2	3	-5	0.1	2.7	-4	3	3
COc1ccc(NC(=O)N2CCC(Cc3ccccc3)CC2)cc1	1	5	-5	0	-0.4	3.7	2	-1	1
COc1ccc(C(=O)C[n+]2ccc3c(c2)nc(-c2ccc(OC)cc2OC)n3C)cc1	0	6	3	7	0.2	1.6	1	-1	6
Cn1c(SCc2ccccc2)nc(C(F)(F)F)cc1=O	7	8	-12	-4	0.4	-1.6	-3	-13	-4
COc1ccc(S(=O)(=O)N(C)c2ccc(C(=O)NC3CCCC3)cc2)cc1	4	8	2	0	0.1	2.7	0	4	0
CC(C)=CCc1c(O)c(CC=C(C)C)c2c(c1O)C(=O)CC(c1ccc(O)cc1)O2 (stereo not drawn)	3	29	0	-12	0.6	0.9	-11	-1	4
C=CCN1CCN(C(c2ccccc2OC)c2nnnn2C(C)(C)C)CC1 (stereo not drawn)	0	13	0	-5	0.0	-0.5	1	2	-1
CCOC(=O)c1c(-c2ccccc2)oc2ccc(OCC)cc12	0	9	-9	1	0.0	1.2	-1	-2	2
O=C(CSc1ccc(Cl)cc1)Nc1ccccc1N1CCN(C(=O)c2ccc(Cl)cc2)CC1	0	16	8	1	-0.2	-1.8	-6	3	9
Cc1cc(C(=O)N[C@H](c2ccccc2)[C@@]2(C)C[C@@H]2[C@@H](C)C(=O)Nc2ccc3ccccc3c2)n(C)n1	0	-4	6	-15	0.1	-0.1	0	0	7
CCC(C)C(=O)Nc1ccc([N+](=O)[O-])cc1OC (stereo not drawn)	0	-5	7	3	-0.3	2.2	3	7	-7
Fc1ccc(-c2nnc3n2CCCCC3)cc1	2	14	1	-1	0.3	-0.9	-1	2	-4
O=C1NC(=O)C(CC(=O)N(c2ccccc2)C2(C(=O)NC3CCCC3)CCCCC2)N1 (stereo not drawn)	0	-6	5	-5	0.0	3.2	-2	0	-5
CC1(C)CC(=O)C2=C(C1)OC(N)=C(C#N)C2C#Cc1ccccc1 (stereo not drawn)	8	11	6	1	0.0	-0.9	1	7	6
NC(=O)CNc1n[nH]c(=S)[nH]c1=O	3	3	8	1	0.0	1.1	-7	10	2
Cc1ccc(S(=O)(=O)Nc2c(C)n(C)n(-c3ccccc3)c2=O)cc1C(=O)NCc1ccccc1	2	1	-15	4	-0.1	·	·	-5	1
CO/N=C/C=C1/N(C)c2ccccc2C1(C)C	2	-4	5	-3	-0.1	1.1	1	8	3
c1ccc(CNc2c3c(nc4ncnn24)CCCC3)nc1	5	-6	4	-1	0.1	-2.0	-2	2	0
COc1ccc(/C=C/C(=O)Oc2cc(O)cc(O)c2)cc1	1	5	5	-3	0.1	-0.8	-2	2	3
CCOc1ccc2nc(Cl)c(C3CC(c4ccccc4)=NN3C(=O)c3cccs3)cc2c1 (stereo not drawn)	0	0	2	-1	0.5*	0.4	1	1	4
COc1ccc(N(CC(=O)Nc2cc(C)on2)S(=O)(=O)c2cc(C)ccc2C)cc1	6	-1	-2	6	0.3	1.1	-1	5	8
CCOC(=O)c1cccc(OCC(O)CNCCOc2ccccc2F)c1 (stereo not drawn)	1	16	3	1	-0.2	-2.6	-1	-1	-1
C/C(=N\NS(=O)(=O)c1ccc(C)cc1)c1ccc(Br)s1	2	8	10	4	-0.1	0.5	-4	3	5
Cc1nn(Cc2ccc(Cl)cc2)c(C)c1NC(=O)/C=C/c1cnn(C)c1	1	8	9	0	0.0	1.3	0	2	6
COc1ccc(Cl)cc1NC(=O)CSc1nc(NS(=O)(=O)c2ccc(C)cc2)cc(=O)[nH]1	4	7	-3	-2	-0.1	-0.5	-4	4	-2
C=CC[C@@H]1C=C[C@H](O/N=C/[C@@H](NS(=O)(=O)c2ccc(C)cc2)[C@H](C)/C=C/CC(=O)OC)[C@@H](CO)O1	2	-6	5	-7	-0.1	-0.5	4	6	10
Cc1ccccc1OCC(=O)Nc1cnn(CCCC(=O)O)c1	3	6	-1	-7	-0.2	1.8	5	4	0
CC(=O)Nc1ccc(NC(=O)C(C)OC(=O)CNC(=O)c2sc3ccccc3c2Cl)cc1 (stereo not drawn)	1	-2	-28	1	0.2	-0.5	3	-4	-5

Record cards (already shown). Screens in order: GRK2 aptamer HTS, VLA-4 inh, MCL1 BIM primary, PME-1 primary, Efflux pump mplx, MEX-5 binding, Fam108B counter, BCLXL inh, GLD-1 TGE inh
Entry for `Cc1ccccc1OCC(=O)Nc1cnn(CCCC(=O)O)c1` : 3, 6, -1, -7, -0.2, 1.8, 5, 4, 0
Entry for `C=CC[C@@H]1C=C[C@H](O/N=C/[C@@H](NS(=O)(=O)c2ccc(C)cc2)[C@H](C)/C=C/CC(=O)OC)[C@@H](CO)O1` : 2, -6, 5, -7, -0.1, -0.5, 4, 6, 10
Entry for `C/C(=N\NS(=O)(=O)c1ccc(C)cc1)c1ccc(Br)s1` : 2, 8, 10, 4, -0.1, 0.5, -4, 3, 5

(continued)
SMILES	GRK2 aptamer HTS	VLA-4 inh	MCL1 BIM primary	PME-1 primary	Efflux pump mplx	MEX-5 binding	Fam108B counter	BCLXL inh	GLD-1 TGE inh
Cc1c(Cc2ccccc2)c(=O)oc2cc(OCC(=O)N[C@@H](Cc3ccccc3)C(=O)O)ccc12	2	0	-3	7	-0.1	-0.5	2	2	3
Cc1ccccc1Cn1c([N+](=O)[O-])cnc1C	0	12	7	3	0.0	0.0	1	9	-6
O=C(CSc1nnc(Cc2cccs2)n1CCc1ccccc1)N1CCCc2ccccc21	3	-6	5	1	0.1	-3.7	-4	-3	4
CCNC(=O)C(=O)NCCC1CCCCN1S(=O)(=O)c1cccs1 (stereo not drawn)	0	10	-5	-2	0.0	-1.8	2	-4	10
COc1ccc(CC2(CO)CCN(Cc3ccc(OC(F)(F)F)cc3)CC2)cc1	0	7	2	-3	-0.1	-0.8	1	5	10
Cc1c(Cl)cccc1NC(=S)N1CCCCCC1	3	-17	-13	2	0.2	0.1	-6	-10	-7
COc1ccc(-c2c(NC(=O)c3ccco3)n(C)c3ccccc3c2=O)cc1	1	1	-5	8	0.1	-2.6	8	-2	4
O=S(=O)(c1ccc2oc3ccc(S(=O)(=O)N4CCCCC4)cc3c2c1)N1CCCCC1	0	10	4	0	0.1	0.9	-3	1	-2
CCCCn1c(=NC(=O)c2ccc3c(c2)OCO3)c(C#N)cc2c(=O)n3cccc(C)c3nc21	17	-4	2	5	-0.1	·	-1	3	-6
O=C(NCc1cccc(Br)c1)C1CC(c2ccccc2[N+](=O)[O-])=NO1 (stereo not drawn)	0	18	3	-3	0.0	0.2	1	2	5
COC(=O)N1c2ccccc2C=Cc2ccccc21	0	27	12	-2	0.0	1.5	-2	7	8
COc1ccc2cc(CN(Cc3cccnc3)Cc3nnnn3Cc3ccccc3)c(=O)[nH]c2c1	2	-10	1	3	-0.1	1.7	3	-2	-3
OCc1cnc(SCc2ccccc2)n1Cc1ccccc1	2	-3	2	0	0.1	-1.3	5	0	6
NC(=O)c1ccsc1NC(=O)COC(=O)c1cnccn1	1	15	18	-3	0.0	·	·	5	-3
O=C(CCS(=O)(=O)c1ccc(F)cc1)Nc1nc(-c2ccccn2)cs1	0	0	7	0	0.2	-1.7	0	3	6
O=c1c2c([N+](=O)[O-])cc([N+](=O)[O-])cc2nc2ccccn12	69*	1	18	-1	-0.1	-7.4	3	4	6
Cc1cccc(NC(=O)N2CCC(c3nc4ccccc4o3)CC2)c1	5	0	-1	-1	-0.1	-3.6	1	1	0
CC(=O)Nc1cccc(Oc2ccc3c(c2)C(=O)N(CCC(=O)O)C3=O)c1	3	-3	10	-1	-0.1	1.9	7	1	-1
CC(C)(C)NS(=O)(=O)CC12CCC(CC1=O)C2(C)C (stereo not drawn)	0	-28	4	-4	0.0	-0.5	7	10	-1
Cc1ccc(SCCC(=O)N/N=C/c2ccccc2O)cc1	2	-1	22	4	0.1	0.8	1	4	9
COc1ccc(NC(=O)Cc2c(F)cccc2Cl)c(OC)c1	0	-14	9	3	-0.2	2.6	-3	4	4
CCOc1ccc(N(CC(N)=O)S(=O)(=O)c2ccc(F)cc2)cc1	0	3	3	5	-0.1	1.0	6	6	5
CCC(=O)N=C1SC2CS(=O)(=O)CC2N1c1cccc(OC)c1 (stereo not drawn)	1	24	1	1	-0.1	-0.3	0	5	-1
Cc1cccc(C)c1OCC(=O)NNC(=O)CCNC(=O)c1ccco1	0	7	-11	0	-0.1	0.0	1	-5	4
O=C1[C@H]2[C@@H](c3ccc(F)cc3)N3C(=O)N(c4cccc(Cl)c4)C(=O)[C@@]3(Cc3ccc(Cl)cc3)[C@H]2C(=O)N1C1CCCCC1	0	10	7	-10	0.1	0.6	-5	12	-4
O=S(=O)(NCCSc1nc2ccccc2o1)c1ccccc1	0	-5	-1	5	0.2	-1.4	3	-6	-9
O=C(CN1CCCC1)N1c2ccccc2Sc2ccc(C(F)(F)F)cc21	0	-12	-2	-2	0.0	-0.2	1	6	0
